uPA generation – blocks generation of uPA at the cell surface | cell surface uPA generation assay, qHTS | Potency, µM (series often up to 38.3 µM), inactives show at the highest dose activity change, negative = inhibition, actives largely listed as inhibitors | actives 0.31% (n = 330,000) | AID 540303; active = well fitted inhibition curve with a large enough effect; inconclusive = small, poorly fitted or top-dose-only effect; inactive = no such curve, though single readings can be large or run the other way; tested in mouse RAW 264.7 cells; note: potency is the fitted concentration of half-maximal effect; nearly all actives have a fitted effect of over 55% in size
KCNH2 3.1 inh – KCNH2 3.1 (human) potassium channel inhibition | activity change, % (tested at about 1.8 µM) | U2OS KCNH2 3.1, thallium flux FluxOr; active compounds read low | actives 0.95% (n = 340,000) | AID 720553;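 active = maximum activity change below -70%; inconclusive = maximum activity change from -70% to -50%; inactive = maximum activity change above -50%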;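 note: thallium influx rate constant from kinetic fluorescence after stimulation buffer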
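Steps: virus added to U2OS suspension (4 h, RT, dark); medium with 10% FBS added, cells plated, 37 C overnight; FluxOr/Red40 loading buffer 45 min RT; stimulation buffer, 2 min kinetic read; rate constant normalized.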
BCR signal inh – inhibitors of chronic active B-cell receptor signaling | ABC-DLBCL IkBa-CBG/CBR reporter, luminescence ratio, 4 h | Potency, µM (doses to about 46.1 µM), inactives show top-dose ratio change, negative = lower green/red ratio, actives largely listed as inhibitors | actives 0.05% (n = 340,000) | AID 493014; active = well fitted inhibition curve with a large enough effect in the signal ratio, with a control signal flat, not every such curve was filed as active; inconclusive = small, poorly fitted or top-dose-only effect, or effect the other way, or a change in a side signal; the % refers to the signal ratio;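 note: potency is the fitted concentration of half-maximal effect; plate controls were basal doxycycline-induced cells for no effect and cells given 10 µM MG132 for full effect; MG132 reads +100%, hits lower the ratio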
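Concentration-response series (up to 46 uM) were applied to TMD8 dual-reporter cells for 4 h at 37C with doxycycline. Green/red ratio, after filter-overlap correction, defined %Activity; red signal alone was normalised to basal cells and zero luminescence.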
hERG WT inh – blocks the wildtype human KCNH2 potassium channel; Q12809; U2OS, BacMam KCNH2, thallium flux FluxOr; active compounds read low; activity change, % at 1.84 µM; actives 0.37% (n = 340,000);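 active = maximum activity change below -70%; inconclusive = maximum activity change between -70% and -50%; inactive = maximum activity change above -50%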
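U2OS cells transduced with wild-type KCNH2 virus are loaded with FluxOr dye for 45 min, and thallium flux is measured in kinetic reads before and after stimulation buffer. Rate constants are normalized to DMSO controls.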
B2AR arrestin – agonists driving beta-arrestin recruitment to human beta2-adrenergic receptor. P07550. beta-arrestin recruitment to beta2AR, cell-based reporter. Potency, µM (series often up to 46.1 µM), for inactives: top-dose activation, usual class: activators. actives 0.02% (n = 330,000);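 note: potency is the fitted concentration of half-maximal effect; 0% = DMSO controls and full agonism = EC100 isoproterenol or metaproterenol; nearly all actives have a fitted effect of over 65% in size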
Coupling enz – coupling enzyme interference in Giardia aldolase counter-screen; AID 2472; coupling enzyme system counterscreen, AmpLite Red fluorescence; actives 0.67% (n = 290,000); activity change, negative = inhibition, % at 58.2 µM, hits read low; in the data active = activity change below about -30%
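Final compound at 57.5 uM, incubated 10 min at RT with coupling enzyme reagent (glyceraldehyde-3-phosphate), then 20 min with substrate and AmpLite Red detection. Fluorescence read at 525/598 nm; tests interference with the coupling assay, not aldolase inhibition.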
USP2a inh – USP2a (human) protease inhibition; actives 0.01% (n = 330,000); USP2 core, Ub-CHOP2 coupled fluorogenic reporter, 485/531; O75604; Potency, µM (titrated, usually from 38.3 µM), without a hit: at the top dose activity change, negative = inhibition, most hits filed as inhibitors;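 note: potency is the fitted concentration of half-maximal effect; plate controls were DMSO wells for no effect and full inhibition by NEM control for full effect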
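Deubiquitinase activity read as fluorescence (485/531 nm) after Ub-CHOP2 cleavage activates the enterokinase reporter on its substrate; USP2 core 10nM, Ub-CHOP2 and substrate 25nM each, 30min compound preincubation then 60min RT; data normalized to NEM, curves fitted.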
Giardia kill – kills Giardia lamblia; activity change, % at 7.66 µM, hits read low; Giardia lamblia trophozoite viability; actives 0.15% (n = 340,000); in the data active = activity change below about -80%; inconclusive = between about -30% and that limit;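 note: parasites exposed to compound for two days anaerobically before the ATP read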
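Killing of trophozoites was scored by loss of ATP luminescence after a 48 hrs anaerobic exposure to compounds at 37 deg C, using 100 cells per well.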
GALK inhibitor – blocks human galactokinase activity; Potency, µM (titrated, usually from 57.5 µM), for inactives: at the top dose activity change, negative = inhibition, usual class: inhibitors; Purified GALK, Kinase-Glo residual ATP luminescence; P51570; actives 0.007% (n = 270,000); note: potency is the fitted concentration of half-maximal effect
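Luminescence from leftover ATP (Ultra-Glo luciferase/luciferin) served as read-out after a 1 h room-temperature reaction of 5 nM GALK with 35 uM ATP and 100 uM galactose.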
Eya2 inh – inhibitors of human Eya2 phosphatase activity; recombinant Eya2, OMFP fluorescence dephosphorylation (OMFP is methylfluorescein phosphate); O00167; actives 0.006% (n = 330,000); Potency, µM (titrated, usually from 76.9 µM), for the others: at the highest dose activity, negative = inhibition, hits mostly inhibitors; AID 488837; note: potency is the fitted concentration of half-maximal effect
Target sequence (O00167 whole entry, looked up): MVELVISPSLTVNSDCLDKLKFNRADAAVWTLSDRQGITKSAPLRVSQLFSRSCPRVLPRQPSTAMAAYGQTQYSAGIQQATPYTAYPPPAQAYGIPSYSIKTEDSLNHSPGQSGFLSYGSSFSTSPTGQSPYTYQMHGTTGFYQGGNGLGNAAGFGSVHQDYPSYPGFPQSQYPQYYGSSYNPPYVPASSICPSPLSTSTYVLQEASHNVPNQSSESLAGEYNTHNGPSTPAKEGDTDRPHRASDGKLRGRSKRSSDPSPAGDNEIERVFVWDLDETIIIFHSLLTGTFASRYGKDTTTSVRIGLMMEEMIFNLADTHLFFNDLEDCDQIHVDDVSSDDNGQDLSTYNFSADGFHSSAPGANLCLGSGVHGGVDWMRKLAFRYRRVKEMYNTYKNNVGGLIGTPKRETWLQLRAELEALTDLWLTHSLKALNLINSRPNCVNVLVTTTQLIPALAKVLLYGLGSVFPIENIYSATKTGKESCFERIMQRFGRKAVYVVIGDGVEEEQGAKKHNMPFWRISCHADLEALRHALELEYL
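Eya2 (0.2 uM) preincubated 10 min at ambient with compound, then OMFP substrate added at 50 uM; 10 min reaction in 50 mM HEPES pH 7.5, 50 mM NaCl, 5 uM MgCl2, 0.05% BSA, 1 mM DTT. Fluorescence read at Ex 485/Em 525 nm.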
PKM2 activator – PKM2 (human) enzyme activation. purified PKM2, Kinase-Glo ATP luminescence, activation; response scale: 0% is enzyme alone, no compound. Potency, µM (top dose mostly 57.5 µM), for inactives: at the highest dose activation, usual class: activators. actives 0.34% (n = 260,000); note: potency is the fitted concentration of half-maximal effect; nearly all actives have a fitted effect of over 55% in size
Target sequence (P14618 whole entry, looked up): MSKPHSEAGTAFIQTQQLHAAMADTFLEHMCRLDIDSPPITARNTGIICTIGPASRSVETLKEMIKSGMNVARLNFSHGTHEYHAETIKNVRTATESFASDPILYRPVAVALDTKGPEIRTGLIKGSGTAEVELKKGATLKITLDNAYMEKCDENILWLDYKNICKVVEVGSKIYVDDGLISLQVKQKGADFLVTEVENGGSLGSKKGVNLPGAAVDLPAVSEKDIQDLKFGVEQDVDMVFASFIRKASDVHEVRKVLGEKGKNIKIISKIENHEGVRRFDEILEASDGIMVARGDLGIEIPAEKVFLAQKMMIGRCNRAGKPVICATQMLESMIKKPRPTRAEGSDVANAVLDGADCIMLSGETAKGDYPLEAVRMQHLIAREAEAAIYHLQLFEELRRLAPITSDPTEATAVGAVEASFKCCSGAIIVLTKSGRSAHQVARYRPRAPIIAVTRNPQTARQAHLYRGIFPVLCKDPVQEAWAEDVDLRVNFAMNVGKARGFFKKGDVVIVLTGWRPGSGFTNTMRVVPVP
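hPK-M2, >95% pure; 0.1 mM ADP / 0.5 mM PEP final; imidazole pH7.2 buffer w/ 7 mM MgCl2, 50 mM KCl; 1 h RT; Kinase-Glo lum. Intermediate enzyme activity for dual inhibitor/activator qHTS.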
An asterisk follows results filed as active; u = inconclusive; x = no result given; [ ] = another dose, or the depositor's remark. Unless noted, calls come from the whole dose curve; as a rule, active = well fitted curve in the direction sought with a large enough effect; inconclusive = small, poorly fitted or top-dose-only effect, or another doubt; inactive = no such curve, though single readings can be large; an effect the other way counts as inactive or inconclusive. Unless noted, % is set by controls: 0 for no effect and ±100 for the full control effect. Compounds were not picked by outcome; about 2.4% have a hit in one of these screens.

Start of the data: the first three entries (preview)
SMILES	uPA generation	KCNH2 3.1 inh	BCR signal inh	hERG WT inh	B2AR arrestin	Coupling enz	USP2a inh	Giardia kill	GALK inhibitor	Eya2 inh	PKM2 activator
CC1(c2nnc(-c3ccc(F)cc3)o2)CC(c2ccc([N+](=O)[O-])cc2)=NO1 (configuration not stated)	10%	-2	u	2	0.2%	-3	-9%	-12	4%	-18%	-5%
O=C(CSCc1ccccc1)N1CCN(Cc2ccc3c(c2)OCO3)CC1	-1%	-16	16%	3	0.0%	7	1%	-8	0%	-27%	-6%
CCCCn1c(SCC(N)=O)nc2sc3c(c2c1=O)CCC3	-8%	3	u	4	0.3%	2	0%	-27	-2%	15%	1%

Main list, from the first entry:
SMILES	uPA generation	KCNH2 3.1 inh	BCR signal inh	hERG WT inh	B2AR arrestin	Coupling enz	USP2a inh	Giardia kill	GALK inhibitor	Eya2 inh	PKM2 activator
CC1(c2nnc(-c3ccc(F)cc3)o2)CC(c2ccc([N+](=O)[O-])cc2)=NO1 (configuration not stated)	10%	-2	u	2	0.2%	-3	-9%	-12	4%	-18%	-5%
O=C(CSCc1ccccc1)N1CCN(Cc2ccc3c(c2)OCO3)CC1	-1%	-16	16%	3	0.0%	7	1%	-8	0%	-27%	-6%
CCCCn1c(SCC(N)=O)nc2sc3c(c2c1=O)CCC3	-8%	3	u	4	0.3%	2	0%	-27	-2%	15%	1%
CCN1CCN(Cc2nc3ccc([N+](=O)[O-])cc3c(=O)n2-c2ccc(OC)cc2OC)CC1	1%	0	-1%	-7	0.2%	0	-6%	-4	-1%	-8%	x
CC(=O)Nc1ccc(S(=O)(=O)N(C)CCOCc2ccccc2)cc1	-10%	5	-1%	6	0.4%	-2	-1%	9	1%	-24%	-23%
COCc1cc(C)nc(Nc2cc(C)ccc2C)c1C#N	9%	4	2%	7	0.0%	-1	-2%	-11	3%	-7%	-3%
CCCN(CC(=O)Nc1ccccc1C)C(=O)c1ccc(S(=O)(=O)N2CCCC2)cc1	10%	-12	0%	1	-1.0%	x	-8%	15	x	-21%	x
Cc1cc(C)c(NC(=O)CS(=O)CC(=O)NC2CCCc3ccccc32)c(C)c1 (configuration not stated)	0%	44	u	12	-0.1%	0	3%	0	-3%	14%	-8%
Cc1ccccc1S(=O)(=O)Nc1ncnc2sccc12	24%	7	16%	-8	-0.6%	x	-3%	5	x	-11%	x
Cc1cc(N)c(-n2cc3c(=O)n(C)c(=O)n(C)c3c2)cc1C	1%	8	2%	4	-0.1%	-9	0%	-6	-4%	0%	-24%
COc1ccc(Cn2nnnc2C(C(C)C)N2CCN(c3ccccc3OC)CC2)cc1 (configuration not stated)	-7%	0	-7%	0	-0.1%	-1	-4%	-14	0%	-1%	1%
CCCC(=O)Nc1ccc(C(=O)N/N=C/c2ccc([N+](=O)[O-])o2)cc1	-15%	0	14%	4	-0.4%	-2	2%	3	1%	-2%	1%
Cc1cc(C)c(NC(=O)C2CCN(C(=O)c3ccco3)CC2)c(C)c1	4%	11	7%	21	-0.2%	0	-1%	2	6%	11%	x
Cc1ccc(-c2nc(SCC(=O)Nc3cc(C)on3)c3c(=O)n(C)c(=O)n(C)c3n2)cc1	7%	16	3%	-10	-0.6%	x	0%	-3	4%	4%	0%
Cc1cc(C)n(C(=O)CNC(=O)c2ccccc2F)n1	3%	19	-7%	-24	0.0%	-1	1%	-5	2%	-12%	11%[0.46 µM]
CC(=O)Nc1sc2c(c1C(c1ccccc1)N1CCOCC1)CCCC2 (configuration not stated)	1%	0	u	-8	-0.1%	-1	4%	7	-3%	12%	-6%
CN1CC(=O)N(CC(=O)Nc2ccc3c(c2)CCC3)C1=O	4%	-5	u	-1	-0.1%	1	2%	19	-1%	5%	-1%
O=C(COC(=O)CCOc1ccccc1)Nc1cc(S(=O)(=O)N2CCCCC2)ccc1Cl	0%	-16	u	-14	-1.0%	x	1%	13	x	-25%	x
O=C(c1cccs1)N1CCN(S(=O)(=O)c2cccc(Cl)c2Cl)CC1	-27%	-11	-27%	-11	-0.5%	x	2%	5	x	-6%	x
O=C(CSCc1ccccc1Br)N/N=C/c1ccc(OCC(=O)N2CCCCC2)cc1	4%	8	-11%	-2	3.2%	3	2%	4	-2%	-3%	u
COC(=O)c1ccc(CN2C(=O)c3ccccc3C2=O)o1	1%	8	-11%	-6	-0.2%	5	1%	-12	-3%	0%	2%
Cc1oc(CC(C)C)cc1C(N)=O	-2%	30	7%	-3	0.4%	2	-1%	10	3%	-10%	-5%
CC(C)n1c(SCC(=O)NC2CC2)nnc1-c1ccco1	2%	6	-1%	0	-0.3%	x	2%	13	-7%	-1%	-5%
O=C1CC(Nc2ccccc2)C(=O)N1Cc1ccccc1 (configuration not stated)	1%	-2	0%	-2	-0.7%	-3	0%	0	-3%	5%	-1%
COc1ccc(NC(=O)CNS(=O)(=O)c2ccc(Cl)cc2)cc1OC	1%	-6	-1%	4	-0.1%	2	-2%	-10	x	1%	3%
Cc1nc2cc(NS(=O)(=O)c3cccc(F)c3)ccc2s1	-1%	5	-1%	5	-0.2%	-18	2%	13	2%	-1%	7%
O=C(NCCN1CCCC1)c1cccc(Cl)c1	-1%	30	-1%	5	0.0%	-1	-2%	-7	-1%	-20%	2%
CCOC(=O)c1cnc(N2CCOCC2)[nH]c1=O	0%	-15	0%	-4	-0.2%	-1	0%	-3	9%	-6%	-7%
COc1ccccc1C(C)NC(=O)CCOc1cccc(C)c1 (configuration not stated)	1%	-7	1%	-5	0.0%	-2	0%	-15	3%	9%	9%
O=C(O)/C=C/c1ccc2c(-c3ccccc3)onc2c1	-2%	-12	4%	-126*	-2.9%	8	1%	25	-4%	-3%	13%
Cc1cc(Cl)ccc1NC(=S)N1CCN(C(=O)c2ccco2)CC1	-3%	22	3%	20	0.5%	x	0%	-25	4%	13%	-1%
CC(C)(C)NS(=O)(=O)c1ccc(CCC(=O)N2CCCCC2)cc1	0%	15	-1%	1	0.0%	-2	-3%	6	-2%	12%	-14%
CCc1c(O)nc(SCC(=O)Nc2ccc(C)cc2)n(C2CCCCC2)c1=O	-13%	2	x	8	x	1	x	14	0%	x	11%
CC(C)OCCCNC(=O)Cn1ccc2cc(S(=O)(=O)N3CCCCC3)ccc21	3%	20	-4%	-1	0.4%	x	0%	6	-6%	2%	x
CN(CCNC(=O)c1ccc(/C=N/O)nc1)Cc1ccccc1	0%	12	6%	8	-0.9%	1	-4%	18	-1%	-5%	2%
OC(COCCC12CC3CC(CC(C3)C1)C2)CN1CCCCC1 (configuration not stated)	-6%	1	u	44	0.1%	8	0%	-1	3%	-36%	2%
C=C(C)Cn1c(=O)c2c(nc3n2CCN3c2cccc(Cl)c2C)n(C)c1=O	-3%	0	0%	1	0.2%	0	0%	7	11%	0%	0%
C=C(C)C(O)COc1c2occc2c(OC)c2ccc(=O)oc12 (configuration not stated)	10%	2	u	50	-0.8%	x	0%	8	x	10%	x
O=C(CSc1nc2ccccc2o1)NC(=O)NCc1ccccc1	1%	1	0%	0	-0.5%	x	1%	11	0%	4%	-4%
COc1ccc(Cl)cc1NC(=S)NCCSc1ccc(C)cc1	0%	-3	u	-2	-0.7%	-3	-9%	4	-1%	-3%	-11%
COc1ccc(CN(C)C(=O)c2ccccc2Sc2ccccc2C#N)cc1OC	-6%	-3	-17%	23	0.5%	x	0%	1	-4%	6%	-3%
CCC(CO)N=CC1=C(O)CC(c2ccccc2)CC1=O (configuration not stated)	0%	1	1%	-12	-0.9%	2	-1%	14	-1%	u	-3%
O=C(NCC(=O)N1CCCCCCC1)c1ccc(Cl)cc1	2%	1	5%	19	-0.7%	x	1%	-8	x	1%	x
Cc1cccc(NCC(O)Cn2cnc3c2c(=O)n(C)c(=O)n3C)c1 (configuration not stated)	0%	-7	1%	7	-0.4%	-1	-2%	-2	1%	19%	-3%
Cc1csc(C(=O)O)c1-c1c(C)csc1C(=O)O	7%	-8	7%	2	-0.5%	-4	-1%	-5	4%	8%	-1%
CC(C)CNS(=O)(=O)c1ccc(CCC(=O)N2CCC(C(N)=O)CC2)cc1	-3%	-113*	-10%	4	0.5%	0	1%	13	0%	-1%	3%
Cc1cccc(NC(=O)c2onc3c2CCCC3)n1	4µM*	8	u	-9	-0.3%	0	1%	u	x	6%	-92%
O=C(Nc1ccc([N+](=O)[O-])cn1)C1CCCCC1	4%	-1	u	-21	-1.6%	0	-4%	3	2%	4%	0%
COc1ccccc1NS(=O)(=O)c1cc(NC(=O)CNC(=O)c2ccccc2)ccc1C	1%	-8	0%	2	-0.4%	2	-1%	-2	0%	-3%	-12%
COc1cccc(NC(=O)CN(C)C(=O)c2cc3c(s2)CCCC3)c1	-20%	-9	-7%	4	5.1%	x	-1%	-6	x	7%	x

Screening results (PubChem)
